NPC1 promoter act: NPC1 promoter activation; 320,000 compounds, 2.4% hits; AID 485313; Potency, µM (doses to about 9.22 µM), for the others: top-dose activation, hits mostly activators; Huh7 NPC1 promoter luciferase reporter, 24 h;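 further: potency means the concentration at half of the fitted maximal effect; % of control where 0% means no effect; nearly all actives have a fitted effect of over 60% in size; reporter is driven by a mutant NPC1 promoter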
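Stable NPC1-promoter luciferase Huh7 line; cpd (DMSO) 24 h, 37 °C, 5% CO2; Amplite luciferase reagent 10 min RT; luminescence readout. qHTS format.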
Menin-MLL TR inh: menin-MLL binding inhibition, Texas Red mutant peptide; O00255; Menin + Texas Red MLL mutant peptide, fluorescence polarization; Potency, µM (top dose mostly 61.6 µM), for inactives: at the highest dose FP activity change, negative = inhibition, hits mostly inhibitors; 270,000 compounds, 0.23% hits; active means well fitted inhibition curve with a large enough effect in the polarisation, with a control signal flat, not every such curve was filed as active; inconclusive means small, poorly fitted or top-dose-only effect, or effect the other way, or a change in a side signal; inactive means no such curve, though single readings can be large or run the other way; the % refers to the polarisation; further: potency means the concentration at half of the fitted maximal effect; % of control where 0% means no effect; many of its hits are not listed in these tables
ELG1 DNA repair: inhibitors of ELG1-dependent DNA repair in HEK293T cells; 330,000 compounds, 2.3% hits; AID 504467; HEK293T ELG1-luciferase reporter, luminescence, 16 h; DNA damage induced by 5-fluorouridine; Potency, µM (doses to about 46.1 µM), for the others: at the highest dose activity change, negative = inhibition, hits mostly inhibitors; further: potency means the concentration at half of the fitted maximal effect; on the % scale 0 is the no-effect control and ±100 the full control effect; nearly all actives have a fitted effect of over 55% in size
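HEK293T cells expressing luciferase-tagged ELG1 (2,000/well) received 5-Fluorouridine plus compound or DMSO for 16 hr at 37 °C. Luciferase was read by ONE-Glo luminescence after 30 min at room temperature.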
Gal4-VP16 FLuc: inhibits Gal4-VP16 luciferase reporter, ROR gamma counter-screen; Drosophila S2 Gal4-VP16 UAS-luciferase, luminescence, 20 h; Potency, µM (titrated, usually from 53.6 µM), without a hit: at the highest dose activity, negative = inhibition, hits mostly inhibitors; 310,000 compounds, 3.5% hits;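 further: Gal4-VP16 expression switched on by copper sulfate through the metallothionein promoter; potency means the concentration at half of the fitted maximal effect; on the % scale 0 is the no-effect control and ±100 the full control effect; nearly all actives have a fitted effect of over 50% in size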
Rab9 promoter act: activators of Rab9 promoter; Huh7 Rab9 promoter-luciferase reporter, luminescence, 24 h; Potency, µM (series often up to 9.22 µM), for inactives: at the highest dose activation, negative = inhibition, hits mostly activators; 320,000 compounds, 2.8% hits; AID 485297; further: potency means the concentration at half of the fitted maximal effect; % of control where 0% means no effect; nearly all actives have a fitted effect of over 60% in size
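Huh7 cells stably carrying Rab9 promoter–luciferase reporter, plated 1500 cells/well, compound added after 2 h and incubated 24 h at 37 °C; luciferase luminescence then read after 10 min with detection reagent.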
RORgamma inh: inhibitors of mouse ROR gamma transcriptional activity | Drosophila S2 Gal4-RORgamma UAS-luciferase reporter, 20 h | Potency, µM (series often up to 53.6 µM), for inactives: at the highest dose activity change, negative = inhibition, actives largely listed as inhibitors | 310,000 compounds, 5.4% hits; further: potency means the concentration at half of the fitted maximal effect; on the % scale 0 is the no-effect control and ±100 the full control effect; nearly all actives have a fitted effect of over 60% in size
Target sequence (P51450 whole entry, looked up, the tested form may be a part): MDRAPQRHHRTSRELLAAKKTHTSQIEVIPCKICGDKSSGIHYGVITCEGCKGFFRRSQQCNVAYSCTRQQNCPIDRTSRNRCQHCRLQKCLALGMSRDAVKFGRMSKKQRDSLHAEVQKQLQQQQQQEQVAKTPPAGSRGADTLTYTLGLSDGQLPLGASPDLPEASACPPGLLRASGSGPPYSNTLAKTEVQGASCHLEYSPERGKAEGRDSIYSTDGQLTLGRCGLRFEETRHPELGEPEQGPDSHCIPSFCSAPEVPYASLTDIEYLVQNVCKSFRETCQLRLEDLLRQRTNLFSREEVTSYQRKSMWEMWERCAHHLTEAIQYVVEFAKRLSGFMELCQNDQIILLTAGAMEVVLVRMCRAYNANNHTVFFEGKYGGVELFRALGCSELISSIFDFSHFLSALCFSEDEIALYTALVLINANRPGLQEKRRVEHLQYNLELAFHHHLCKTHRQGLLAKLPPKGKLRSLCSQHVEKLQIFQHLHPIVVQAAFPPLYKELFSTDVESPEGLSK
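ROR gamma transcriptional activity was tracked as Gal4-UAS luciferase output in stably transfected Drosophila Schneider cells, with compound added 1 hr before 700 uM copper sulfate induction and a 20 hr ambient-temperature incubation.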
PKM2 activator: PKM2 (human) enzyme activation; P14618; purified PKM2, Kinase-Glo ATP luminescence, activation; response scale: 0% is enzyme alone, no compound; Potency, µM (highest dose often 57.5 µM), for inactives: top-dose activation, usual class: activators; 260,000 compounds, 0.34% hits; AID 1631; further: potency means the concentration at half of the fitted maximal effect; on the % scale 0 is the no-effect control and ±100 the full control effect; nearly all actives have a fitted effect of over 55% in size
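Purified hPK-M2 (>95% pure) converted ADP (0.1 mM final) to ATP with 0.5 mM PEP in 50 mM imidazole pH7.2, KCl, MgCl2, Tween 20, BSA; 1 h at room temperature. ATP detected by Kinase-Glo luminescence.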
FLuc modulator: firefly luciferase modulation, counter-screen for miR-21 project. 360,000 compounds, 6.9% hits. purified FLuc, Km substrates, luminescence inhibition. Potency, µM (series often up to 57.5 µM), inactives show top-dose activity change, negative = inhibition, hits mostly inhibitors. P08659. AID 588342;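 further: potency means the concentration at half of the fitted maximal effect; plate controls were vehicle for no effect and reference inhibitor for full effect; nearly all actives have a fitted effect of over 55% in size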
Target sequence (P08659 whole entry, looked up): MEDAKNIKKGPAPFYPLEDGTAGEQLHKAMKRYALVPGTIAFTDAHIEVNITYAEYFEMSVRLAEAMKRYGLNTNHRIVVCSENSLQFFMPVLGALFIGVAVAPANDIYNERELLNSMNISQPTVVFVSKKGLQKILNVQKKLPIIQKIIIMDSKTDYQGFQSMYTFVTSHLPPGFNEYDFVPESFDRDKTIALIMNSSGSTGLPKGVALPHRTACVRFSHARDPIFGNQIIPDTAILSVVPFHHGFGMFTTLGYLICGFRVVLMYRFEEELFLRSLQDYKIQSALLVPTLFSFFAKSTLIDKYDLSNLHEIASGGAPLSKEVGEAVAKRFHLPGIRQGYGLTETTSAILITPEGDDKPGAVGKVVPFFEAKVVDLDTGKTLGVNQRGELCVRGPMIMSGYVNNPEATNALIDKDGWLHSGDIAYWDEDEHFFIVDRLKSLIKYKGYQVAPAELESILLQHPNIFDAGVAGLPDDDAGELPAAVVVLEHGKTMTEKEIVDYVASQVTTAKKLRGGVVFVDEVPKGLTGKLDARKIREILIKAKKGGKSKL
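Purified P. pyralis luciferase, 10 nM final, with Km-level 10 uM D-luciferin and 10 uM ATP in 50 mM Tris acetate pH 7.5, 10 mM Mg acetate, 0.01% Tween-20, 0.05% BSA; 6-point qHTS titration about 60 µM downward; luminescence read.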
MBNL1 CUG block: blocks human MBNL1 binding to CUG repeat RNA; 280,000 compounds, 0.036% hits; Potency, µM (titrated, usually from 57.5 µM), for the others: at the highest dose activity change, negative = inhibition, hits mostly inhibitors; TR-FRET MBNL1-His/biotin-(CUG)12 binding, 665/545 ratio; Q9NR56; active means well fitted inhibition curve with a large enough effect in the signal ratio, with a control signal flat, not every such curve was filed as active; inconclusive means small, poorly fitted or top-dose-only effect, or effect the other way, or a change in a side signal; inactive means no such curve, though single readings can be large or run the other way; the % refers to the signal ratio; further: potency means the concentration at half of the fitted maximal effect; on the % scale 0 is the no-effect control and ±100 the full control effect
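TR-FRET readout: Ex 340 nm, 665/545 nm emission ratio, normalized to buffer-only (basal) and MBNL1-(CUG)12 controls. Complex of MBNL1-His with Biotin-(CUG)12, compounds 92 nM–58 uM, incubated 60 min at room temperature.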
Mito fusion act: mitochondrial division inhibition or fusion activation; AID 485298; Potency, µM (doses to about 46.1 µM), for the others: at the top dose growth rescue (activation), hits mostly activators; 320,000 compounds, 0.23% hits; S. cerevisiae fusion-defective mutant growth rescue, CellTiterGlo 48 h;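 further: potency means the concentration at half of the fitted maximal effect; % of control where 0% means no effect; nearly all actives have a fitted effect of over 45% in size; temperature-sensitive fusion mutants such as fzo1-1 at 37 °C on non-fermentable ethanol glycerol medium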
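Growth-rescue viability read-out: after 48 h at the non-permissive 37C in glycerol/ethanol YPEG, yeast mitochondrial fusion mutants are measured by CellTiterGlo luminescence; compounds (23 nl pinned per well) restoring growth score as division inhibitors or fusion activators.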
KCNH2 3.1 inh: inhibitors of human KCNH2 3.1 potassium channel isoform. U2OS KCNH2 3.1, thallium flux FluxOr; stronger effect = lower value. activity change, % (tested at about 1.8 µM). AID 720553. 340,000 compounds, 0.95% hits;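 active means maximum activity change below -70%; inconclusive means maximum activity change from -70% to -50%; inactive means maximum activity change above -50%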;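 further: thallium influx rate constant from kinetic fluorescence after stimulation buffer; on the % scale 0 is the no-effect control and ±100 the full control effect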
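Steps: virus added to U2OS suspension (4 h, RT, dark); medium with 10% FBS added, cells plated, 37 C overnight; FluxOr/Red40 loading buffer 45 min RT; stimulation buffer, 2 min kinetic read; rate constant normalized.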
* marks the source's active call; other numbers are inactive results; ? = inconclusive; . = no result given; & = joins results of further samples; [ ] = remark or other dose. Unless noted, the call rests on the fitted dose curve; in most records, active means well fitted curve in the direction sought with a large enough effect; inconclusive means small, poorly fitted or top-dose-only effect, or another doubt; inactive means no such curve, though single readings can be large; an effect the other way counts as inactive or inconclusive. Some of the compounds tested; the hit share may differ from the screen's.

SMILES | NPC1 promoter act | Menin-MLL TR inh | ELG1 DNA repair | Gal4-VP16 FLuc | Rab9 promoter act | RORgamma inh | PKM2 activator | FLuc modulator | MBNL1 CUG block | Mito fusion act | KCNH2 3.1 inh
O=C(COC(=O)/C=C/c1ccc(Cl)cc1Cl)Nc1cc(C(F)(F)F)ccc1N1CCOCC1 | 0% | -1% | ? | -6% | 5% | -4% | -4% | 4% | -6% | -10% | -5
CCOc1ccc(-n2c(=S)sc3c(=O)[nH]c(SCC(=O)NCc4ccco4)nc32)cc1 | -1% | ? | -2% | -12% | 2% | -4% | -21% | 3% | 7% | 1% | 9
COc1ccc(-n2c(CN3CCN(C)CC3)nc3ccc([N+](=O)[O-])cc3c2=O)c(OC)c1 | 0% | 1% | 0% | -6% | 1% | -1% | . | 2% | ? | ? | -29
O=[N+]([O-])c1cccnc1Sc1n[nH]c(-c2ccc(Cl)cc2)n1 | 27% | . | ? | -12% | ? | 15% | -6% | ? | . | -10% | -4
CC1(C)CC(=O)C(C=NCC(O)c2ccccc2)=C(O)C1 (stereo unspecified) | 1% | 25% | 10% | -1% | 4% | 2% | -5% | 0% | 1% | -6% | 2
CCC(C)NC(=O)CN1C(=O)NC2NC(=O)NC21 (stereo unspecified) | 2% | . | -3% | -4% | -2% | -6% | 1% | 3% | 2% | -6% | 6
O=C(Cc1cccc(C(F)(F)F)c1)Nc1ccccc1 | -2% | ? | -5% | -17% | -3% | 3% | -7% | -6% | -1% | 3% | 12
COc1cc(-c2nnc(CSc3nnc(Nc4ccc(Oc5ccccc5)cc4)s3)o2)cc(OC)c1OC | 15% | -19% | 7.3µM* | -2% | 14% | ? | -5% | 9.5µM* | 2% | 1% | -22
CCOC(=O)C(=O)N1CCN(c2cc3c(cc2[N+](=O)[O-])n(C)c(=O)n3C)CC1 | 2% | 20% | -12% | 0% | -1% | -6% | 5% | 0% | ? | -5% | -5
O=C(CSc1nnnn1-c1cccc2ccccc12)Nc1ccc(C(=O)O)cc1 | -4% | 4% | 6% | 2% | 0% | -13% | -3% | -3% | 0% | 3% | 13
c1ccc(OCCOCCN2CCOCC2)cc1 | 0% | 17% | 5% | -1% | 1% | -3% | 0% | 0% | 1% | 2% | -18
CCCC(O)(c1ccccc1)C(CN1CCOCC1)c1ccccc1 (stereo unspecified) | -6% | ? | ? | 2% | 7% | 19% | . | 2% | -8% | 20% | -4
CC(=O)Nc1cccc(NC(=O)CSc2nc(C3CC3)nc3ccccc23)c1 | -11% | 10% | 18µM* | 7% | -2% | 5% | . | -9% | 8% | 4% | -12
COc1cccc(C(=O)Nc2cc(=O)n(C)c(=O)n2C)c1OC | -4% | -2%[11.7 µM] | 3% | -3% | -1% | -18% | 1% | 1% | -15% | -2% | 28
Cc1c(N=Cc2cccs2)c(=O)n(-c2ccccc2)n1C | 5% | 2% | 2% | 5% | 4% | 7% | 3% | -14% | -12% | 3% | -2
N=C(N)Cc1ccccc1Sc1ccccc1 | 1% | -22% | -16% | ? | -7% | ? | 3% | 7% | -8% | -4% | -14
O=C(CCC(=O)N1CCOc2ccccc21)NCCc1ccccc1 | 1% | -18% | ? | ? | 9% | -4% | -15% | -3% | 7% | 3% | 13
COc1c(S(=O)(=O)NCCCN2CCOCC2)ccc(Cl)c1Cl | 0% | . | 8% | 25% | 0% | 2% | 6% | -2% | 2% | -12% | -7
CCOC(=O)c1sc(N/N=C/c2cc(Br)c(O)c(OC)c2)nc1C | 10% | ? | ? | ? | 2% | ? | -2% | ? | -20% | -2% | 12
Nn1cnc2scc(-c3ccc(Cl)cc3)c2c1=O | 2% | 19% | -9% | 1% | 2% | 14% | 0% | 7% | 2% | 1% | 11
O=C(O)CCCNC(=O)c1nn(Cc2ccccc2)c(=O)c2ccccc12 | -2% | 3% | -4% | -2% | 0% | -16% | -2% | -1% | 1% | 2% | -2
COc1ccc(-c2nnc(SCC(=O)Nc3nc4ccccc4s3)n2C)cc1 | 6% | 7% | -3% | 10% | 10% | -14% | 0% | 1% | 5% | 0% | -16
COc1ccc(NC(=O)Nc2cccc(NC(C)=O)c2)c(OC)c1 | -1% | ? | 1% | -2% | 3% | 21% | -38% | ? | -10% | 14% | -3
CC(NS(=O)(=O)c1ccc(F)cc1)C(=O)Nc1ccc2c(c1)OCCO2 (stereo unspecified) | -2% | . | 18% | 4% | 0% | 4% | 0% | -6% | 1% | -1% | .
CCC(C)OC(=O)C1=C(C)OC23OC(N)=C(C#N)C12C(=O)c1ccccc13 (stereo unspecified) | 0% | -7% | ? | 7% | -7% | 1% | 2% | 1% | ? | -1% | -12

Following part:
SMILES | NPC1 promoter act | Menin-MLL TR inh | ELG1 DNA repair | Gal4-VP16 FLuc | Rab9 promoter act | RORgamma inh | PKM2 activator | FLuc modulator | MBNL1 CUG block | Mito fusion act | KCNH2 3.1 inh
Cc1nc(SCC(=O)Nc2c(C)nn(C)c2C)c2cnn(-c3ccccc3)c2n1 | -23% | -2% | 11% | -7% | -25% | 44% | -3% | 6% | -10% | -1% | 2
CCCCCCn1cc(C(=O)O)c(=O)c2ccccc21 | -3% | 0% | -2% | 11% | 6% | 1% | -1% | 1% | -7% | 7% | -10
CCOC(=O)N1CCN(C(=O)CNC(=O)c2ccc(Br)o2)CC1 | -3% | -6% | -5% | 1% | 4% | -10% | 0% | -2% | -6% | -2% | 6
OCCCCC#Cc1c(-c2ccsc2)sc2ccccc12 | -4% | 68%[activator] | 8% | -3% | 0% | -5% | -3% | 4% | 24% | -26% | -7
COc1ccc(C(=O)NCCN2CCN(C(=O)c3ccc(OC)cc3)CC2)cc1 | -4% | 3% | -6% | 4% | -1% | -18% | 0% | 1% | 7% | 2% | -14
COc1ccc(-n2c(SCC(=O)N3CCOCC3)nc(O)cc2=O)cc1 | 4% | . | -21% | 0% | 7% | 11µM* | 7% | 2% | -1% | 1% | 6
CC(OC(=O)COc1ccccc1)C(=O)NC1CCCC1 (stereo unspecified) | 4% | . | . | . | -11% | . | . | 15% | . | 6% | 0
CCN1CCN(c2ccc(NC(=O)Cc3ccccc3)cc2)CC1 | 10% | -8% | ? | -4% | 3% | -9% | 3% | -2% | -5% | 0% | 7
COc1ccc(NS(=O)(=O)c2ccc3c(c2)NC(=O)CCS3)cc1Cl | -5% | . | -9% | ? | 0% | ? | . | 0% | -2% | 3% | 2
CCc1ccc2c(c1)cc(CN(C(=S)Nc1cccc(C)c1)C1CC1)c1nnnn12 | -3% | 3% | -14% | 10% | 0% | 6.3µM* | 3% | 1% | -5% | -3% | -30
COc1ccc(NC(=O)CC2C(=O)N(Cc3cccs3)C(=S)N2C(C)C)cc1 (stereo unspecified) | -3% | ? | -16% | -8% | 15% | ? | 2% | 0% | 1% | -3% | 3
COc1ccc(CN2CC(=O)N(c3ccc(C)c(C)c3)C2=S)cc1OC | -3% | 9% | 16µM* | 6% | 0% | 5% | 5% | -1% | -5% | 2% | -12
COc1ccc(C(=O)C2CCCN(Cc3cccn3-c3ccccn3)C2)cc1F (stereo unspecified) | 5% | -17% | -11% | -12% | -4% | ? | -12% | 1% | -6% | 7% | -93*
O=C(C1CC1)N1N=C2CCCCC2C1(O)C(F)(F)F (stereo unspecified) | -5% | -9% | 4% | 6% | 1% | -1% | 7% | -1% | -2% | -8% | -3
COc1ccc(CCNC(=O)c2ccn[nH]2)cc1OC | 2% | -18% | ? | 0% | -4% | 8% | -5% | 1% | -5% | 2% | 0
Cc1cccc(CNc2ncnc3ccc(-c4ccccc4Cl)cc23)c1 | -3%&-3% | . | -11% | . | 0%&-3% | . | . | -2%&-3% | . | 23%&24% | .
COCc1cc(OC)nc(-c2csc(C)n2)n1 | -1% | . | -7% | -23% | 3% | 11µM* | -1% | -1% | . | -8% | 3
O=C(COC(=O)c1sc2cc(F)ccc2c1Cl)Nc1ncc(Cl)cc1Cl | -1% | 1% | 19% | -1% | -2% | -30% | 1% | 2% | ? | -4% | -11

Bioassay records from PubChem BioAssay.
